Compound activity: PubChem BioAssay, National Center for Advancing Translational Sciences (NCATS)
AMA1 RON2 block – inhibitors of Plasmodium falciparum AMA1-RON2 interaction. AlphaScreen AMA1-biotinylated RON2 peptide binding. Potency, µM (highest dose often 58.2 µM), inactives show top-dose activity change, negative = inhibition, most hits filed as inhibitors. 360,000 compounds, 0.2% hits;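 also: potency is read from the fitted curve at half-maximal effect; 0% = vehicle wells and -100% = peptide control; nearly all actives have a fitted effect of over 45% in size; some results filed as inactive show a strong effect at the top dose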
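AMA1 (3D7) with his tag at 25 nM final met compounds first, then biotinylated RON2 peptide at 25 nM; detection used donor plus acceptor beads, 10 µg/mL apiece, read by AlphaScreen after 30 min at room temperature.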
AmpC no deterg – inhibitors of E. coli AmpC beta-lactamase without detergent. AmpC nitrocefin hydrolysis, absorbance 480 nm, 0.0001% Triton. Potency, µM (doses to about 57.1 µM), for the others: top-dose activity change, negative = inhibition, most hits filed as inhibitors. 330,000 compounds, 0.52% hits. AID 485341;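 also: potency is read from the fitted curve at half-maximal effect; plate controls were no compound for no effect and no enzyme for full effect; nearly all actives have a fitted effect of over 20% in size; some results filed as inactive show a strong effect at the top dose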
Target sequence (P00811 whole entry, looked up): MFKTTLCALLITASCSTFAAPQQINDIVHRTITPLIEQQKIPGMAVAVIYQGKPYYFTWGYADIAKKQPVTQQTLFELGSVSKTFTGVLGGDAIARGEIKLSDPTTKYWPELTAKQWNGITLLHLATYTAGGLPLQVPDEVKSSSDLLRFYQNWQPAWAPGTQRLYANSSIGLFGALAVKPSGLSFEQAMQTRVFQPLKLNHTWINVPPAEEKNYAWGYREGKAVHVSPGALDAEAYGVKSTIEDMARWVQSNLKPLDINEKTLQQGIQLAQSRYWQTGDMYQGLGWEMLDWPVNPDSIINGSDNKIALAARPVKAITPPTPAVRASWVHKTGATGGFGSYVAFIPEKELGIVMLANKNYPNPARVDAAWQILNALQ
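AmpC (5.3 nM in the dispensed reagent) in 20 mM phosphate pH 7.0 with 0.01% (detergent screen) or 0.0001% Triton X-100 was preincubated with compounds for 15 min at room temperature. Nitrocefin was then added from an 800 uM solution, and hydrolysis was followed at 480 nm.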
LmPK inh – inhibitors of Leishmania mexicana pyruvate kinase; Potency, µM (doses to about 57.5 µM), inactives show at the highest dose activity change, negative = inhibition, usual class: inhibitors; purified LmPK, Kinase-Glo ATP luminescence, 1 h; AID 1721; 290,000 compounds, 0.37% hits; also: potency is read from the fitted curve at half-maximal effect
Target sequence (Q27686 whole entry, looked up): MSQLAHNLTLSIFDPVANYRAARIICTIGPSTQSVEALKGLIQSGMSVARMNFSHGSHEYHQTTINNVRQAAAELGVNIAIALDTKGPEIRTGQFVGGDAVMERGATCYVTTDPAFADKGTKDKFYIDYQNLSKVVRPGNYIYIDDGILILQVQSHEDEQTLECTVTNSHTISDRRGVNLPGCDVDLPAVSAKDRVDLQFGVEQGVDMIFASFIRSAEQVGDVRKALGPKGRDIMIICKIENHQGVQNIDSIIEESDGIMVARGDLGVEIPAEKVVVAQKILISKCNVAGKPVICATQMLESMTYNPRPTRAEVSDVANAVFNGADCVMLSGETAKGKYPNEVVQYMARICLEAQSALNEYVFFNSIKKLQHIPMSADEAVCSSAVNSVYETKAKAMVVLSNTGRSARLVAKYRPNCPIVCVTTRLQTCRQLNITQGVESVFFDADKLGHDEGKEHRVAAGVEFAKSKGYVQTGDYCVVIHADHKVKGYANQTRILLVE
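Purified LmPK (0.1 nM) converted ADP (0.1 mM) to ATP with PEP (0.5 mM) in imidazole buffer pH 7.2 with KCl and MgCl2, 1 h at room temperature. ATP was read by Kinase-Glo luminescence; data normalized to uninhibited and no-enzyme controls.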
Tb PYK inh – blocks Trypanosoma brucei pyruvate kinase; Potency, µM (doses to about 76.8 µM), without a hit: at the highest dose activity, negative = inhibition, most hits filed as inhibitors; Q57TT1; 410,000 compounds, 0.12% hits; TbPYK enzyme, Kinase-Glo Plus ATP luminescence, 45 min; also: potency is read from the fitted curve at half-maximal effect; nearly all actives have a fitted effect of over 50% in size
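In this concentration-response screen, enzyme-free wells defined baseline while DMSO plates tracked drift. Each reaction combined TbPYK, substrate, compound and 130 uM ADP for 45 min at room temperature. Kinase-Glo Plus luminescence gave the signal.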
AmpC inh detg – blocks E. coli AmpC beta-lactamase in detergent assay; P00811; AmpC hydrolysis of nitrocefin, absorbance 480 nm, 0.01% Triton; Potency, µM (highest dose often 114 µM), inactives show top-dose activity change, negative = inhibition, hits mostly inhibitors; 370,000 compounds, 0.041% hits; AID 485294;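 also: potency is read from the fitted curve at half-maximal effect; 0% = no-compound wells and -100% = no-enzyme wells; nearly all actives have a fitted effect of over 25% in size; some results filed as inactive show a strong effect at the top dose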
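20 mM phosphate pH 7.0 + 0.01% (detergent screen) or 0.0001% Triton X-100; 5.3 nM AmpC reagent; cpd preinc 15 min RT; nitrocefin (800 uM stock) to start; A480 q20 s × 4 min; Activity was normalised to no-enzyme and no-compound control wells.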
Sm TGR block – blocks Schistosoma mansoni thioredoxin glutathione reductase; Q962Y6; purified TGR, DTNB reduction, TNB absorbance 405 nm; Potency, µM (series often up to 114 µM), without a hit: at the top dose activity change, negative = inhibition, most hits filed as inhibitors; 360,000 compounds, 3% hits; also: potency is read from the fitted curve at half-maximal effect; nearly all actives have a fitted effect of over 60% in size
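Kinetic colorimetric format: TGR-catalysed, NADPH-driven DTNB reduction monitored via TNB absorbance. Enzyme dispensed at 20 nM; compound exposure 15 min at room temperature before reaction start.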
HCMV antiviral – human cytomegalovirus inhibition | HFF cells, HCMV-luciferase reporter, 72 h; active compounds read low | AID 1259415 | activity change, negative = inhibition, % at 57.5 µM | 410,000 compounds, 4.5% hits; in the data active = activity change below about -60%; inconclusive = no clear call, values can overlap the other calls; inactive = above about -39%
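Two-dose cell screen: HFF monolayers treated with compounds and infected with luciferase-expressing HCMV at 1 PFU/cell, 72 h at 37C, then lysed for luciferase measurement.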
The depositor's hits bear a star; u = inconclusive; x = not tested or not shown; & = joins results of further samples; [ ] = dose if it differs, or a comment. Unless noted, calls follow the shape of the dose curve; as a rule, active = well fitted curve in the direction sought with a large enough effect; inconclusive = small, poorly fitted or top-dose-only effect, or another doubt; inactive = no such curve, though single readings can be large; an effect the other way counts as inactive or inconclusive. Unless noted, % is scaled to controls: 0 for no effect and ±100 for the full control effect.

SMILES	AMA1 RON2 block	AmpC no deterg	LmPK inh	Tb PYK inh	AmpC inh detg	Sm TGR block	HCMV antiviral
CCOC(=O)c1nn(-c2ccccc2)c(=O)cc1SC(C)CC (stereo not drawn)	-3%	26%	-2%	5%	-14%	0%	-21
CCc1ccc(/C=C2/SC(=S)N(CCCC(=O)Nc3ccccc3C(=O)O)C2=O)cc1	u	61%[activator]	-9%	-3%	-2%	-1%	-35
COc1ccc(CC(=O)OCc2cc3cccc(C)c3[nH]c2=O)cc1	-7%	-21%	4%	-12%	-4%	-2%	25
Cc1ccc(-n2nnnc2SCCNS(=O)(=O)c2ccccc2)cc1C	1%	-17%	1%	6%	u	7%	-19
Cc1oc(C)c(C(=O)NCCCC(=O)O)c1C(=O)NCCCC(=O)O	-2%	-23%	1%	5%	-13%	-27%	83
CCN(Cc1ccccc1)S(=O)(=O)c1cc(C(=O)c2c(N)n(C)c(=O)n(C)c2=O)ccc1OC	-7%	98%[activator]	2%	6%	0%	10%	-10
Cc1cc(OCC(=O)N[C@@H](Cc2ccccc2)c2nc3ccccc3[nH]2)ccc1Cl	20%[11.6 µM]	-36%	1%	1%	-15%	-13%	5
CC1Cc2ccccc2N1C(=O)COC(=O)C1=COCCO1 (stereo not drawn)	13%	-9%	-3%	0%	-10%	-4%	19
CC(C)(C)n1nc2c(c1NC(=O)COc1ccc3ccccc3c1)CS(=O)C2 (stereo not drawn)	-5%	30%	2%	1%	-12%	10%	u
NC(N)=NC(N)=Nc1cccc2ccccc12	43%[activator]	-15%	-1%	1%	9%	6%	-9
CNC(=S)N1C2CCCC1CC(NC(=O)c1ccc(C)cc1)C2 (stereo not drawn)	8%	x	x	-10%	x	x	-22
Cc1cccc(C)c1OCC(=O)NC1CC1	-9%	-26%	-9%	1%	3%	3%	-26
Cc1ccc2sc(NNC(=O)c3cc(=O)c4ccccc4o3)nc2c1C	106%[activator]	-47%	0%	-22%	6%	-4%	u
O=C(N/N=C/c1cccc(O)c1)c1cc2c(ccc3ccccc32)o1	8%	-55%	-1%	-7%	-13%	0%	0
O=c1[nH]c(=O)c2nc(-c3ccc(Cl)cc3)cnc2[nH]1	-14%	-21%	1%	2%	2%	-14%	-30
CCC(=O)N(CCC(c1ccccc1)c1ccco1)Cc1cccs1 (stereo not drawn)	u	47%	-4%	-10%	1%	14µM*	u
O=C(CSc1oc(-c2ccccc2)nc1S(=O)(=O)c1ccc(Br)cc1)c1ccccc1	x	x	x	-19%	6%	u	-16
O=C(Cn1cccc1C(=O)c1ccccc1)NCc1ccc(Cl)cc1	u	-9%	4%	1%&1%	2%&-1%	3%&6%	u
Cc1cc(C)[n+](C2C3CC4CC(C3)CC2C4)o1 (stereo not drawn)	-15%	-7%	-5%	0%	-7%	-3%	u
COC(=O)C1=C(C(=O)OC)[C@@H]2N(Cc3ccccc3)c3ccccc3[C@@]23C[C@@H](CO)N(C(=O)NC2CCCC2)C3=N1	-18%	171%[activator]	-5%	2%	0%	u	6
c1ccc(-n2nnnc2Oc2cccc3cccnc23)cc1	32%[activator]	-12%	2%	-1%	3%	-16%	-28
COc1ccccc1CNC(=O)c1ccc(NS(=O)(=O)c2cccs2)cc1	2%	u	-6%	0%	-10%	-2%	-2
Cc1ccc(Cl)cc1NC(=O)C[n+]1ccc(Cc2ccc([N+](=O)[O-])cc2)cc1	-1%	5%	0%	2%	3%	2%	3
O=C(Nc1nnc(-c2ccco2)o1)c1cccc2ccccc12	12%[2.32 µM]	-10%	0%	0%	-9%	-3%	-22
CCOc1ccccc1C1N=C(c2ccc(OC)cc2)CC(c2ccccc2O)N1 (stereo not drawn)	-1%	32µM*	0%	-3%	7%	-11%	171
Cc1ccc(S(=O)(=O)c2ccc(NN)cc2)cc1	-9%	-18%[11.4 µM]	1%	-2%	u	38%[activator]	-29
COc1ccc2[nH]c3c(c2c1)CCN1C(=O)C(CC(=O)NCC24CC5CC(CC(C5)C2)C4)C[C@H](C(=O)N2CCOCC2)[C@@]31C (stereo partly drawn)	-23%	229%[activator]	x	-5%	x	x	-26
COc1ccccc1NC(=O)COC(=O)c1cc(C)nc2ccccc12	10%	82%[activator]	x	-1%	0%	-10%	42
COc1ccc(NC(=S)N2CCN(S(=O)(=O)c3ccccc3)CC2)cc1	-8%	-11%	-5%	-2%	4%	0%	4
O=C(CSc1nc(C(F)(F)F)cc(=O)[nH]1)N1CCCC1	-3%	-16%	x	4%	-13%	-2%	-16
COCCNC(=O)CCCCCn1c(=S)[nH]c2ccccc2c1=O	33%[activator]	-23%	1%	x	-11%	-17%	0
CCc1ccccc1NC(=O)CSc1nc(-c2cccc(Cl)c2)nc2c1Cc1c(CO)cnc(C)c1O2	x	x	x	-1%	1%	-22%	3
CC(=O)c1ccc(NS(=O)(=O)c2ccc(-c3cc(C)no3)s2)cc1	x	x	x	4%[15.4 µM]	0%	-8%	0
O=C(COn1nnc2ccc(S(=O)(=O)N3CCOCC3)cc21)Nc1c(F)c(F)c(F)c(F)c1F	8%	-9%	1%	-3%	0%	0%	13
CCOC(=O)N1CCN(C2CCCN(C(=O)c3ccccc3N(C)C)C2)CC1 (stereo not drawn)	-8%	6%	0%	-9%	4%	-30%	-15
CC(OC(=O)Cc1n[nH]c(=O)c2ccccc12)C(=O)Nc1ccc(Cl)cn1 (stereo not drawn)	-28%	-11%	4%	-3%	u	-1%	23
O=C(CCOc1ccccc1)NCc1ccccc1	-3%	-5%	1%	-2%	2%	1%	18
O=C(Nc1ccc(F)cc1F)C1CCCN1S(=O)(=O)c1cccc2nsnc12 (stereo not drawn)	-1%	-15%	3%	-2%&-7%	2%&2%	3%&-3%	-25&-1
C[C@H](O)C#Cc1cnc2c(c1)C(=O)N([C@H](C)CO)C[C@@H](C)[C@@H](CN(C)Cc1ccc(-c3ccccc3)cc1)O2	9%	x	x	-4%	x	x	-71*
CC(C)CN1C(=O)NC(NS(=O)(=O)c2ccc(N)cc2)(C(F)(F)F)C1=O (stereo not drawn)	6%[2.32 µM]	-11%	0%	-4%	-7%	-9%	15
Cc1cc(NC(=O)c2ccc(C)s2)n(-c2nc3ccccc3[nH]2)n1	71%[activator]	-16%	-8%	0%	7%	1%	-74*
CCc1nnc(NC(=O)c2ccc(S(=O)(=O)N3CCCc4ccccc43)cc2)o1	-1%	-46%	7%	-6%	-6%	-7%	-64*
CC(C)OP(=O)(OC(C)C)/C(C=O)=N\Nc1ccc([N+](=O)[O-])cc1	-11%	32%	-7%	0%	2%	-1%	-91*
COC(=O)C1=C(c2ccc(C(C)=O)cc2)C[C@@H]2CC[C@H]1N2C(=O)N1CCCC1	-3%	2%	x	-3%	6%	-17%	-39
CC(=O)N1CCN(C(=O)c2ccc(-n3c(C)ccc3C)cc2)CC1	-5%	32%	-7%	-9%	3%	-29%	16
Cc1nc(CN2CCCCC2)c(O)c(=O)[nH]1	0%	x	x	-3%	x	x	-24
CC(=O)c1cn(CCOc2ccc(F)cc2)c2ccccc12	3%	4%	-2%	3%	u	-2%	9
O=C(CN1C(=O)C2CC=CCC2C1=O)Nc1nnc(SCc2c(Cl)cccc2Cl)s1 (stereo not drawn)	-16%	-41%	0%	4%	-9%	-2%	14
CCCCC1CCC(C(=O)OC(C)C(=O)Nc2ccc(NC(C)=O)cc2)CC1 (stereo not drawn)	10%	33%	5%	-4%	-6%	10%	17
COc1ccc(O)c(C(=O)c2cnn(-c3ccc(Cl)cc3)c2)c1	u	-28%	4%	-5%	-1%	-1%	-26

Later entries:
SMILES	AMA1 RON2 block	AmpC no deterg	LmPK inh	Tb PYK inh	AmpC inh detg	Sm TGR block	HCMV antiviral
CCc1nc(-c2cc3ccc(C)cc3[nH]c2=O)no1	-4%	-16%	8%	-17%	8%	-18%	-71*
COc1ccc(COC(=O)C2=C(C)NC(=O)NC2c2cccc(OC)c2OC)cc1 (stereo not drawn)	-2%	29%	2%	-2%	u	2%	-12
CC(=O)N1CCc2cc(S(=O)(=O)NC(CC(C)C)C(=O)Nc3ccc4c(c3)OCCO4)ccc21 (stereo not drawn)	-4%	10%	-3%	0%	1%	2%	14
COc1ccc(/C=C2/C(=O)ON=C2C)cc1Br	1%	-17%	7%	u	-9%	0%	15
CC(=O)N1C(C(=O)O)Cc2c([nH]c3ccccc23)C1C (stereo not drawn)	15%	-21%	-2%	-5%	u	-18%	-21
COc1cc(N)c(Cl)cc1C(=O)OCC(=O)N1CCCC1	4%	-2%	-4%	0%	4%	2%	-9
COc1ccc([C@]23Cc4cc(C#N)ccc4C(O2)c2c(cc(C)n(-c4ccccc4)c2=O)O3)cc1	x	-36%[11.4 µM]	2%[11.5 µM]	x	u	u	x
COc1ccc(Oc2ncnc3c2oc2ccccc23)cc1	x	x	x	1%	7%	4%	66
Cc1cccc(C(=O)NNC(=O)CCCCC(=O)NNC(=O)c2cccc(C)c2)c1	24%	-11%	-1%	-17%	2%	0%	-4
CC(=O)Nc1cccc(C(=O)/C=C/c2cccs2)c1	-3%	-17%	-8%	14%	u	-19%	-32
Cc1cccc(C)c1NC(=O)C/C(N)=N/O	6%	-19%	-1%	7%	0%	10%	53
CC(=O)Nc1ccc(SCCN2CC[C@@H](O)CCC2=O)cc1	-2%	-10%	x	-12%	4%	-8%	-5
Nc1nnc(CC(=O)N/N=C/c2ccc(-c3ccc(Cl)cc3Cl)o2)s1	60%[activator]	u	-2%	6%	1%	-22%	-26
COc1ccccc1CCNC(=O)c1csc2c1CCCC2	-16%	-32%	3%	2%	-13%	14%	-9

3 compounds out of the list, arranged by heavy-atom count, smallest number first:
SMILES	AMA1 RON2 block	AmpC no deterg	LmPK inh	Tb PYK inh	AmpC inh detg	Sm TGR block	HCMV antiviral
COc1ccc(/C=C2/C(=O)ON=C2C)cc1Br	1%	-17%	7%	u	-9%	0%	15
COc1ccc(Oc2ncnc3c2oc2ccccc23)cc1	x	x	x	1%	7%	4%	66
Nc1nnc(CC(=O)N/N=C/c2ccc(-c3ccc(Cl)cc3Cl)o2)s1	60%[activator]	u	-2%	6%	1%	-22%	-26
